ATG4B inh: ATG4B protease inhibitors, primary screen, biochemical, fluorescence, uHTS. ATG4B cleavage of LC3-PLA2, NBD-HPC fluorescence, 1 h. Cysteine protease ATG4B (Homo sapiens), Q9Y4P1. inhibition, % at 8.33 µM. 0.51% of 340,000 active; in the data active means inhibition above about 40%
Target sequence (Q9Y4P1 whole entry, looked up): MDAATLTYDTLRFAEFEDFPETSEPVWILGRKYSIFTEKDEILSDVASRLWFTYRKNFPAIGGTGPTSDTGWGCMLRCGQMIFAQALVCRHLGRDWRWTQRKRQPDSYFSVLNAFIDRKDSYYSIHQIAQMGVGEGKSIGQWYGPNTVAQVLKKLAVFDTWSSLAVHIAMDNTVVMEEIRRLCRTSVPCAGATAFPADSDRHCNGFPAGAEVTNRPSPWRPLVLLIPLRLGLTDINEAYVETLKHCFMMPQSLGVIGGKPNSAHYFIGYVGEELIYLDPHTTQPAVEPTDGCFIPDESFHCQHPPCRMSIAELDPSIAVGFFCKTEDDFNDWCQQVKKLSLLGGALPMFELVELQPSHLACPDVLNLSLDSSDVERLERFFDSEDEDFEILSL
mIAP act: activators of mouse IAP, primary screen, biochemical, luminescence, uHTS; intestinal alkaline phosphatase [Mus musculus]; muIAP, CDP-Star luminescence, 30 min; active compounds read high; 1 = vehicle-only enzyme signal, 0 = enzyme-free wells; activation factor at 10 µM; 0.24% of 330,000 active;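 active means activation factor of at least 2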; further: the source names both 10 and 20 µM as test concentration; values of inactives mirror those of a sister screen read the other way
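System: Mouse IAP enzyme | Also added: CDP-Star substrate | Dosing: Compounds dispensed in DMSO | Schedule: 30 min enzyme-substrate-compound incubation at room temperature | Technique: Chemiluminescence readout | Control set: DMSO-only wells and no-enzyme negative control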
mIAP inh: inhibitors of mouse IAP, primary screen, biochemical, luminescence, uHTS | inhibition, % at 10 µM | 0.2% of 330,000 active | purified mouse IAP, CDP-Star luminescence, 30 min;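 active means inhibition of at least 40% at 10 µM in the primary screen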;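 further: plate controls were DMSO with enzyme for no effect and no enzyme wells for full effect; values of inactives mirror those of a sister screen read the other way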
hIAP block: human IAP inhibitors, primary screen, biochemical, luminescence, uHTS; Intestinal-type alkaline phosphatase (Homo sapiens), P09923; purified IAP, CDP-Star luminescence, 30 min; inhibition, % at 10 µM; 0.12% of 330,000 active; AID 2544, 2010;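 active means inhibition reaching a set limit with compound at 10 µM in the primary screen, cut at about 35% in these data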;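 further: plate controls were DMSO wells with enzyme for no effect and no-enzyme buffer wells for full effect; values of inactives mirror those of a sister screen read the other way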
Target sequence (P09923 whole entry, looked up): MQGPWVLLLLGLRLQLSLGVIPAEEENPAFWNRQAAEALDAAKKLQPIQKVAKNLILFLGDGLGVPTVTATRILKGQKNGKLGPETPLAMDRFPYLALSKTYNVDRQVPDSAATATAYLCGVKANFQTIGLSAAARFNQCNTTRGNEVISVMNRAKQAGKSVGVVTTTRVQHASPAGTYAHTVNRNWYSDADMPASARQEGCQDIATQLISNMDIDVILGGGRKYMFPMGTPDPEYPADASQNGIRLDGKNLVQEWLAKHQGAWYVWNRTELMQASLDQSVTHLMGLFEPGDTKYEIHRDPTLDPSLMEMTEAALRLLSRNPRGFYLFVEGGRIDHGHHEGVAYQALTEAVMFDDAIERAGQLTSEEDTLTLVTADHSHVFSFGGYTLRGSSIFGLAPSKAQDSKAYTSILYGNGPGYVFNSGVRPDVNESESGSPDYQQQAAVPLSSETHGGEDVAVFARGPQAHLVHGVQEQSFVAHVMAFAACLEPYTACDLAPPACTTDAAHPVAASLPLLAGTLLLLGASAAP
hIAP activ: human IAP activators, primary screen, biochemical, luminescence, uHTS; Intestinal-type alkaline phosphatase (Homo sapiens), P09923; activation factor at 10 µM; AID 2524, 2010; 0.16% of 330,000 active; purified human IAP, CDP-Star luminescence, 30 min; active compounds read high; 1 = vehicle-only enzyme, 0 = enzyme-free background;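 active means activation factor of the enzyme at least 2-fold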; further: the source names both 10 and 20 µM as test concentration; values of inactives mirror those of a sister screen read the other way
APOBEC3A inh: APOBEC3A ssDNA deaminase inhibitors, primary screen, selectivity assay for APOBEC3G inhibitor project, biochemical, FAM/TAMRA oligo cleavage fluorescence. recombinant A3A, FAM/TAMRA ssDNA deamination fluorescence. 0.41% of 330,000 active. inhibition, % at 20 µM. AID 493011, 2011;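 active means at least 40% inhibition at 20 µM here, with at most 30% in a related deaminase screen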;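 further: plate controls were A3A with DMSO for no effect and wells lacking A3A enzyme for full effect; some results filed as inactive read as strong as hits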
PfG6PD inh: PfG6PD enzyme inhibitors, primary screen, biochemical, fluorescence intensity, uHTS; PfGluPho enzyme, NADPH resazurin-diaphorase fluorescence; inhibition, % at 20 µM; 0.78% of 350,000 active; AID 504690, 2011;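 active means inhibition reaching at least a set limit at 20 µM in the primary screen, cut at about 59% in these data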;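 further: 0% = DMSO wells with substrate and 100% = DMSO wells lacking glucose-6-phosphate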
HKDC1 inhibitor: HKDC1 hexokinase inhibitors, primary screen, biochemical, fluorescence, uHTS; Q2TB90; recombinant HKDC1, G6PDH/diaphorase resazurin coupled fluorescence; inhibition, % at 20 µM; 0.16% of 340,000 active;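 active means inhibition above about 35% when tested at 20 µM, limit read from the data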;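 further: plate controls were DMSO wells with enzyme for no effect and DMSO wells lacking enzyme for full effect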
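Material: recombinant HKDC1 hexokinase; Amount: HKDC1 at 5 µg/mL; Medium: Tris pH 8.0 buffer with MgCl2, Tween-20, BSA, BME; Schedule: 90 min reaction incubation at room temperature, dark; Technique: coupled resazurin fluorescence, excitation 525 nm, emission 613 nm.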
Starred values were filed as active, the others as inactive.

structure	ATG4B inh	mIAP act	mIAP inh	hIAP block	hIAP activ	APOBEC3A inh	PfG6PD inh	HKDC1 inhibitor
COCC1CCN(C(=O)c2cc(COc3cncc(Cl)c3)on2)C1 (stereo not given)	8	0.95	5	-26	1.3	-2	-18	-6
CN1/C(=C\C=C2/SC(=S)N(CC(=O)O)C2=O)C(C)(C)c2ccccc21	-65	0.73	27	6	0.94	-34	-5	9
Cn1cccc1C(=O)C(=O)Nc1ccc(Cl)cc1	-1	0.96	4	-18	1.2	36	-1	-6
O=C(Cc1csc(-c2ccccc2)n1)NCc1ccc(F)cc1	20	1	0	1	0.99	9	8	-13
O=C(Nc1ccc(N2CCOCC2)cc1N1CCOCC1)c1ccc([N+](=O)[O-])cc1	-6	1.1	-5	13	0.87	-1	21	1
CCCCC(=O)NCCc1cc2c(OC)ccc(OC)c2[nH]c1=O	-8	1	-4	-3	1	-3	-12	13
CCN1CCN(c2nc(C)nc3c2sc(=S)n3C)CC1	-8	0.95	5	-17	1.2	4	76*	-5
CC1(C)c2ccccc2N2CC(=O)N(CC(N)=O)C21C (stereo not given)	3	0.88	12	-7	1.1	11	-11	-4
Cc1ccc(C)c(OCCCC(=O)N2CCOCC2)c1	-4	0.98	2	-21	1.2	9	1	-9
O=S(=O)(c1ccc(F)c(F)c1F)N1CCN(C(=S)NCc2ccccc2)CC1	-13	1.1	-11	8	0.92	19	-5	5
Cc1ccc(SCC(=O)NC(=O)NCCC(C)C)c(C)c1	-3	1.1	-9	2	0.98	1	-17	0
CCc1c(C)nc2ncnn2c1NCCc1ccc(OC)cc1	4	1	-4	9	0.91	-1	20	3
O=C(Nc1ncnc2sc3c(c12)CCCCC3)c1ccco1	-8	1	-5	0	1	4	6	-4
COC(=O)[C@H](C)NC(=O)NCc1ccccc1F	2	0.88	12	8	0.92	-21	0	6
Cc1nnc(SCc2cn3ccsc3n2)n(N)c1=O	-7	1.1	-8	-4	1	1	-5	-9
O=C(N/N=C/c1cc2c(cc1Br)OCO2)c1cc2ccccc2o1	-7	0.92	8	-21	1.2	-2	-5	6
COc1ccccc1NC(CC(=O)c1ccccc1)C(=O)OCC(=O)c1ccc(F)cc1 (stereo not given)	-4	1.1	-7	2	0.98	0	20	-1
O=C(c1ccco1)N1CCN(C(=O)C2CC(c3ccc(Cl)c(Cl)c3)=NO2)CC1 (stereo not given)	5	1.1	-7	-9	1.1	4	-5	-3
COc1ccc(-c2cc3c(nn2)-c2ccccc2C3=O)cc1	-3	1.1	-6	-24	1.2	3	20	5
Cc1ccc2nc(SCc3nnc(-c4ccccc4)o3)[nH]c2c1	-8	0.93	7	-9	1.1	-2	49	-1
C=CCC1CCCCC12NC(=O)N(c1ccccc1)N2 (stereo not given)	-6	1	-3	4	0.95	0	2	1
CCOc1ccccc1N1CC(C(=O)NNC(=O)c2ccc(F)cc2)CC1=O (stereo not given)	-3	1	-1	-26	1.3	0	-6	-1
CC1CCN(S(=O)(=O)c2ccccc2[N+](=O)[O-])CC1	4	1	-1	-8	1.1	2	-22	1
COC(=O)C1=CN(c2ccc(OC)cc2)C=C(C(=O)OC)C1c1ccc(C)c([N+](=O)[O-])c1	-4	0.96	4	-3	1	-3	6	-2

Among those listed so far, these contain an NH in an aromatic ring.
structure	ATG4B inh	mIAP act	mIAP inh	hIAP block	hIAP activ	APOBEC3A inh	PfG6PD inh	HKDC1 inhibitor
CCCCC(=O)NCCc1cc2c(OC)ccc(OC)c2[nH]c1=O	-8	1	-4	-3	1	-3	-12	13
Cc1ccc2nc(SCc3nnc(-c4ccccc4)o3)[nH]c2c1	-8	0.93	7	-9	1.1	-2	49	-1

Next part
structure	ATG4B inh	mIAP act	mIAP inh	hIAP block	hIAP activ	APOBEC3A inh	PfG6PD inh	HKDC1 inhibitor
O=C(COC(=O)C1COc2ccccc2O1)NC1CCS(=O)(=O)C1 (stereo not given)	6	1	-4	3	0.97	0	-12	-5
Cc1ccc(NCc2ccccc2O)cc1	5	0.94	6	5	0.95	-2	4	8
Cc1cc[n+](C(C)C(=O)c2ccc(-c3ccccc3)cc2)cc1 (stereo not given)	-5	1.1	-8	-34	1.3	-3	-5	8
Cc1c(OCc2ccccc2)cccc1OCc1ccccc1	5	0.92	8	12	0.88	1	0	5
COc1ccc(NC(=O)c2ccc(NC3CC(=O)N(c4ccc(C)cc4C)C3=O)cc2)cc1 (stereo not given)	0	1	-2	-2	1	-3	-11	0
Cc1cc(NC(=O)c2sc(Nc3ccc(F)c(Cl)c3)nc2N)no1	-7	0.88	12	1	0.99	-1	8	-6
CCOc1ccc(Br)cc1S(=O)(=O)N1CCCC1	-15	1.2	-19	10	0.9	-2	11	-8
CCc1c(C)nc(SCC(=O)Nc2c(C)n(C)n(-c3ccccc3)c2=O)[nH]c1=O	19	0.94	6	20	0.8	0	-10	-10
CCn1c(CNC(=O)Cc2ccc(OC)cc2)nnc1SCC(=O)Nc1ccc(C(=O)O)cc1	1	0.86	14	5	0.95	-2	-13	-3
CC(C)(C)OC(=O)NC(CCNC=C1C(=O)OC(C)(C)OC1=O)C(=O)O (stereo not given)	0	1.1	-6	-18	1.2	-1	-4	-8
CC(=O)C(Cc1ccccc1)NC(=O)CN1CCc2ccccc2C1 (stereo not given)	6	0.96	4	0	1	0	-7	-4
Cc1ccc(C(=O)NCCOc2ccc(Cl)cc2)cc1	16	0.96	4	4	0.96	-2	2	-4
COc1cccc(CN2CCN(Cc3ccccc3C(F)(F)F)CC2)c1	10	0.94	6	-4	1	-1	-4	-1
O=C(CSc1nnc(COc2ccccc2)n1Cc1ccco1)c1ccc(F)cc1	12	0.92	8	10	0.9	0	25	-4
O=C(Cc1ccccc1)n1nc(-c2ccco2)nc1SCc1ccccc1	7	0.88	12	7	0.93	0	1	6
O=C(NCc1ccncc1)C1CCCCC1	-8	1	-1	-10	1.1	-4	-11	-1
Cc1cccc(C)c1NC(=O)c1cccc(COc2cc(Cl)ccc2Cl)c1	21	1.2	-25	2	0.98	2	-6	5
CCOc1ccc(C(O)c2nccn2Cc2ccccc2)cc1 (stereo not given)	1	1	-3	-10	1.1	1	-11	5
CC1CCN(CCCNC(=O)c2ccc(CS(=O)(=O)Cc3ccc(Cl)cc3)o2)CC1	-3	0.91	10	3	0.97	-2	-21	-2
CCCCNS(=O)(=O)c1cc(-c2nn(C)c(=O)c3ccccc23)ccc1C	-17	0.96	4	4	0.96	8	21	-1
Cc1c(OCC(=O)NCCCN2CCOCC2)ccc2c3c(c(=O)oc12)CCCC3	-4	1.1	-6	-36	1.4	-2	1	-3
O=C(O)C1CCC(CNCc2ccccc2Cl)CC1 (stereo not given)	4	1	-5	1	0.99	10	-17	4
O=C(O)C[C@H]1c2cc(F)ccc2S(=O)(=O)N1C1CCCC1	-1	1	-2	20	0.8	2	-2	5
O=S(=O)(NCc1ccc(Cl)cc1)NCc1ccccc1F	-4	1.1	-7	13	0.87	1	-2	-6

3 compounds from above with just mIAP inh.
| Compound | mIAP inh |
| --- | --- |
| COc1cccc(CN2CCN(Cc3ccccc3C(F)(F)F)CC2)c1 | 6 |
| CCOc1ccc(C(O)c2nccn2Cc2ccccc2)cc1 (stereo not given) | -3 |
| O=C(O)C[C@H]1c2cc(F)ccc2S(=O)(=O)N1C1CCCC1 | -2 |

(next part)
structure	ATG4B inh	mIAP act	mIAP inh	hIAP block	hIAP activ	APOBEC3A inh	PfG6PD inh	HKDC1 inhibitor
Fc1cccc(NC(=S)N2CCn3cccc3C2c2cccnc2)c1 (stereo not given)	-12	1	-3	-4	1	-5	13	-4
CCCn1c(SCC(=O)Nc2nccs2)nnc1-c1cccnc1	1	1	-3	-8	1.1	-4	-9	-3
O=C(NC1CCCCC1)C(c1ccc(F)cc1)N(Cc1ccccc1)C(=O)CN1C(=O)c2ccccc2S1(=O)=O (stereo not given)	-1	1.1	-9	0	1	-2	-15	2
Cc1ccc(NC(=O)CSCC(=O)Nc2cc(Cl)ccc2N2CCN(C)CC2)cc1	-8	1	-1	-2	1	7	7	-3
Cc1csc(=O)n1CC(=O)OCC(=O)Nc1cc(S(=O)(=O)N2CCOCC2)ccc1Cl	-5	0.96	4	-15	1.2	-3	0	-2
c1ccc2nc3c(nc2c1)c1ccccc1n3CCN1CCOCC1	-1	0.93	7	19	0.81	1	33	-1
Cc1cc(C)c(C#N)c(SCC(=O)Nc2nnc(-c3ccccc3)s2)n1	-10	1	-1	-15	1.1	0	5	-5
Cc1cccc(C)c1N(CC(=O)N(C)Cc1ccccc1)S(C)(=O)=O	-5	1.1	-13	19	0.81	2	11	-6
CCc1nccn1CCC(=O)N1CCCC(N2CCN(c3ccccc3C)CC2)C1 (stereo not given)	7	1.1	-7	-29	1.3	-4	-9	-8
COC(=O)c1ccc(COc2ccc(-c3nn[nH]n3)cc2)cc1	-7	0.98	2	2	0.98	-3	-33	1
Cc1ccc(C(C(=O)NC2CCCCC2)N(C(=O)Cc2c[nH]c3ccccc23)c2ccccc2)o1 (stereo not given)	-2	1.1	-7	6	0.94	1	-8	8
O=C(NC1CC1)C1=C[C@@H](c2ccccc2)C[C@@H](OCCCCO)O1	0	1	-3	8	0.92	-1	-7	-8
CCCN(CC(=O)Nc1ccccc1OC)C(=O)Cn1[nH]c(=O)c2ccccc2c1=O	-35	0.98	2	10	0.9	-5	-10	2
COc1ccc(NC(=O)CCCN2C(=O)CN(C)C2=O)cc1Cl	-5	0.97	3	14	0.86	-7	-3	-2
O=C(NC1CCCCC1)C(c1ccc(F)cc1)N(Cc1ccco1)C(=O)Cn1nnc2ccccc21 (stereo not given)	-4	1	-3	12	0.89	-2	4	-4
Cc1ccc(S(=O)(=O)N2CCN(C(=O)Cc3c(F)cccc3Cl)CC2)cc1	-13	1	-4	2	0.98	0	-2	-5
CC(NC(=O)c1ccc(C#N)cc1)C1CC2CCC1C2 (stereo not given)	7	0.92	8	-19	1.2	-3	-4	0
CCCCN(C(=O)Nc1ccc(OCC)cc1)C1CCN(C(C)=O)CC1	0	0.92	8	0	1	-10	-6	-11
Cc1ccccc1NC(=S)N1CCCC1	6	1	-5	-5	1.1	-1	5	-3
O=C(CCc1nnc(C2CCCCC2)o1)N1CCN(C2CCCCC2)CC1	-3	0.97	3	-23	1.2	-1	-8	-9
CCOc1ccc(C(=O)NCCN2CCCC2)cc1	2	0.96	4	-2	1	-3	-18	1
O=C(OCC(=O)c1c[nH]c2ccccc12)c1ccco1	10	1.1	-8	17	0.83	-4	2	-7
COc1cc([N+](=O)[O-])ccc1NC(=S)N1CCN(c2ccccn2)CC1	-4	0.9	10	6	0.94	-1	28	11
Cc1sc2ncnc(N3CCC(C(=O)Nc4ccc(OC(F)F)c(Cl)c4)CC3)c2c1C	-5	1.5	-53	-12	1.1	11	5	8
CC(C)(C)c1ccc(Oc2ccc(NC(=O)CCCC(=O)O)cn2)cc1	4	1.1	-5	-15	1.2	-3	-30	1
O=C(NC1CCCCC1)N1CCN(Cc2nc3ccccc3c(=O)[nH]2)CC1	7	0.94	6	2	0.98	0	-9	0

Compound activity from PubChem.
